KDM5B inhibitor = blocks human KDM5B histone demethylase activity; Q9UGL1; KDM5B demethylase, FDH-coupled NADH fluorescence (FDH is formaldehyde dehydrogenase); Potency, µM (highest dose often 57.7 µM), inactives show top-dose activity change, negative = inhibition, hits mostly inhibitors; 220,000 compounds, 2.6% hits; AID 1347165; active means well fitted inhibition curve with a large enough effect; inconclusive means small, poorly fitted or top-dose-only effect; inactive means no such curve, though single readings can be large or run the other way; further: 0% is about no effect; nearly all actives have a fitted effect of over 70% in size
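Inhibition is measured as reduced NADH fluorescence generation from FDH coupling to formaldehyde release. Truncated KDM5BΔAP at 200 nM final acts on H3K4me3 peptide (12.5 µM in substrate mix) in pH 7.5 HEPES buffer with Tween-20, 30 min, room temperature.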
An asterisk follows results filed as active; i = inactive; ? = inconclusive; [ ] = remark or other dose. Potency means the concentration at half of the fitted maximal effect. These rows are one share of the data; the hit share may differ from the screen's.

compound	KDM5B inhibitor
O=C(NCCc1ccccc1Cl)C1CCC(=O)N(Cc2ccc(Cl)cc2)C1 (stereo not drawn)	29.5%
COc1ccc(Br)cc1C1CC(=O)Nc2c1c(C)nn2-c1nc(C)cc(C)n1 (stereo not drawn)	-17.4%
Cc1cnc(C)c(N2CCN(C(=O)CCCc3c[nH]c4ccccc34)CC2)n1	-4.2%
Cc1ccc(C(=O)NC2CCN(c3cc(-c4ccc(F)cc4)[nH]n3)CC2)c(C)c1	-21.9%
CCc1nc2c(c(-c3ccc(Cl)cc3)n1)CN(C(=O)c1cccc(Cl)c1)CC2	4.1%
COC(=O)c1cc(C(=O)OCC(=O)N(C)c2ccccc2)cc([N+](=O)[O-])c1	22.1%
Cc1ccc(-n2nnnc2SCc2nc3ccsc3c(=O)[nH]2)c(C)c1	0.7%
Cc1noc(-c2cccc(OC3CN(C(=O)CCCc4ccccc4)C3)c2)n1	2.9%
CCCS(=O)(=O)N1CCCC(c2[nH]ccc2C(N)=O)C1 (stereo not drawn)	21.4%
CC(C)Cn1c(CN2CCN(c3ccccc3)CC2)nc2c1c(=O)n(C)c(=O)n2C	16.7%

Further entries:
compound	KDM5B inhibitor
c1ccc(N2CCN(c3ncnc4nc[nH]c34)CC2)cc1	-9.0%
COc1cccc(C(=O)N2CCc3nc(-c4ccc(Cl)cc4)nc(-c4ccccc4)c3C2)c1	6.0%
Cc1nnnn1CCCn1nc(C2CCCNC2)n(-c2ccccc2)c1=O (stereo not drawn)	18.1%
CN(Cc1ccccc1)c1ccc2nnc(-c3ccccn3)n2n1	-29.9%[86.2 µM]
CC(=O)N1CCC(C(=O)Nc2ccc(S(=O)(=O)N3CCC(C)CC3)cc2)CC1	1.7%
CNC(=O)[C@@H]1C[C@H](Oc2ccccc2)CN1C(=O)Nc1ccccc1	11.8%
CCCN(CC1COc2ccccc2O1)C(=O)CSc1nnnn1C1CCCC1 (stereo not drawn)	3.3%
CCOc1cc(C2NC(=O)c3c(sc4c3CCN(C)C4)N2)ccc1OC(=O)c1ccc(F)cc1 (stereo not drawn)	?
CC(C)c1ccc(NC(=O)N[C@H]2CO[C@H]3[C@@H]2OC[C@H]3OC(=O)Nc2cccc(C(F)(F)F)c2)cc1	-7.4%
Cc1cccc(OCC(=O)OCC(=O)c2ccc3c(c2)OCO3)c1	-22.6%

(further entries)
compound	KDM5B inhibitor
C=CCn1c(N(C)Cc2ccccc2)nc2c1c(=O)[nH]c(=O)n2C	0.7%
CSc1nc2c(c(=O)[nH]c(=O)n2C)n1Cc1ccccc1Cl	15.1%
O=C(CNC(=O)NC(Cc1c[nH]c2ccccc12)C(=O)O)Nc1ccccc1 (stereo not drawn)	16.2%
CCC(C)NC(=O)c1cc(C(C)C)nc2c1cnn2C(C)C (stereo not drawn)	?
OCC1(Cc2ccccc2Cl)CCN(Cc2cc3ccccc3o2)CC1	-27.1%
Cc1ccc(Nc2nc(C)c(C(=O)Nc3ccccc3)s2)cc1	-22.1%
O=C1CCCCC(CNC(=O)c2ccco2)N1 (stereo not drawn)	1.2%
CC1=C(C(=O)Nc2cc(Cl)ccc2C)C(c2ccccc2F)n2ncnc2N1 (stereo not drawn)	-2.2%
Cn1cnc(S(=O)(=O)N2CCC(c3noc(-c4cccnc4)n3)C2)c1 (stereo not drawn)	15.4%
Cc1c(F)cccc1NC(=O)N1CCC(OC2CCN(Cc3ccccc3)CC2)CC1	-22.5%

A draw from above in order of molecular weight, high to low:
compound	KDM5B inhibitor
CC1=C(C(=O)Nc2cc(Cl)ccc2C)C(c2ccccc2F)n2ncnc2N1 (stereo not drawn)	-2.2%
O=C(CNC(=O)NC(Cc1c[nH]c2ccccc12)C(=O)O)Nc1ccccc1 (stereo not drawn)	16.2%
OCC1(Cc2ccccc2Cl)CCN(Cc2cc3ccccc3o2)CC1	-27.1%
C=CCn1c(N(C)Cc2ccccc2)nc2c1c(=O)[nH]c(=O)n2C	0.7%

Rewritten with each value named: entries from further up
O=C(NCCc1ccccc1Cl)C1CCC(=O)N(Cc2ccc(Cl)cc2)C1 (stereo not drawn)
  KDM5B inhibitor = 29.5%
COc1ccc(Br)cc1C1CC(=O)Nc2c1c(C)nn2-c1nc(C)cc(C)n1 (stereo not drawn)
  KDM5B inhibitor = -17.4%
Cc1cnc(C)c(N2CCN(C(=O)CCCc3c[nH]c4ccccc34)CC2)n1
  KDM5B inhibitor = -4.2%

Remaining list, next part
compound	KDM5B inhibitor
COC(=O)c1ccccc1NC(=O)Nc1nnc(N2CCC(C)CC2)s1	-9.4%
O=C(CSc1nc2ccccc2nc1N1CCCCC1)N1CCN(C2CCCC2)CC1	-17.0%
COc1ccc(CC(=O)Nc2ccc3nc(Nc4cccc(Cl)c4)cc(C)c3c2)cc1	?
CN1CCN(C(=O)Cn2ccc3ccccc32)CC1	-4.7%
C=CCNC(=O)NC(=O)CN(C)Cc1ccc(C(=O)NCC(F)(F)F)cc1	5.1%
Cc1ccc(S(=O)(=O)c2cnc(SCC(=O)Nc3cc(C)cc(C)c3)nc2N)cc1	?
Cc1ccc(S(=O)(=O)N(C)C)cc1NC(=O)Nc1c(-c2ccccc2)noc1C	-5.7%
O=C(c1ccc(C(F)(F)F)cc1)N1CCC2(CC1)C(=O)Nc1ccccc12	1.0%[115 µM]
CC(Oc1ccc(C#N)cc1)C(=O)c1cccc(Cl)c1 (stereo not drawn)	11.3%
COC(=O)[C@@H](C)NC(=O)[C@@H]1CN(C(=O)c2cccc(F)c2)CCN1C(=O)C1CCCCC1	32.7%

Carrying on:
compound	KDM5B inhibitor
Cc1cc(N)ccc1[N+](=O)[O-]	12.0%
Cc1cn2nc(C(=O)Nc3ccc(F)cc3)cc2c(N(C)Cc2ccccc2)n1	25.1µM*
Clc1ccc(-c2nnc3n2CCN(Cc2cccc4ccccc24)C3)cc1	-4.3%[115 µM]
CCOC(=O)C(N)CO (stereo not drawn)	-6.2%
COc1ccc(C(=O)N2[C@@H]3CC[C@H]2CC(NC(=O)c2ccc(F)cc2)C3)cc1OC (stereo partly drawn)	16.5%
COc1cccc(OCC(O)CN2CCN(c3ccccc3)CC2)c1 (stereo not drawn)	?
CCCOc1cccc(C(=O)N(Cc2cc(OC)c(OC)c(OC)c2)C2CCS(=O)(=O)C2)c1 (stereo not drawn)	-17.5%
CCc1ccc(NC(=O)CSc2nccn2C2CCCC2)cc1	-22.4%
COCc1noc([C@@H]2CC(F)(F)CN2C(=O)c2cc(C)on2)n1	15.1%
COC(=O)c1ccc(OCCOc2ccc(F)cc2)c(OC)c1	-2.1%

Further structures.
compound	KDM5B inhibitor
COc1cc(Cl)cc(CN2CCC3(CCOCC3)CC2)c1OC	23.6%
CC(C)CSc1nc2c(c(=O)[nH]c(=O)n2C)n1CCc1ccccc1	6.0%
CC(C)C[C@@H](C(=O)NC1CCN(Cc2ccccc2)CC1)N1Cc2ccccc2C1=O	-2.4%
COc1ccccc1CN1C[C@H]2[C@H](C1)[S+](=O)([O-])C(C)(C)C(=O)N2Cc1ccccc1	-7.3%[86.2 µM]
CCn1ccc(C(=O)N2CCCn3cc(-c4cccc(C#N)c4)nc32)n1	?
CCOC(=O)C1=C(C)O[C@]23OC(N)=C(C#N)[C@]12C(=O)c1ccccc13	-11.2%
CN(C)c1ccc(C(=O)N2CCCC(CCC(=O)N3CCN(c4ccccn4)CC3)C2)cc1 (stereo not drawn)	-9.3%
O=C(c1ccc(Cl)cc1Cl)N(CCS(=O)(=O)N1CCOCC1)Cc1cccnc1	?
Cc1ccc(S(=O)(=O)NCCc2nnc(SCc3cccnc3)n2C)cc1	16.6%
CCc1c(C)sc(NC(=O)c2cc(C)oc2C)c1C#N	8.7%

Continued.
compound	KDM5B inhibitor
CC(=O)c1ccc(N2CCN(c3ncnc4c3c(-c3ccccc3)cn4-c3ccc(Cl)cc3)CC2)cc1	-11.8%
COc1ccc(-c2noc([C@@H]3CCCN3C(=O)Cc3cccc(F)c3)n2)cc1OC	25.1µM*
CCOc1ccc(CNC(=O)Cn2c(=O)c3cccn3c3ccc(F)cc32)cc1OC	?
CCOc1ccc(CC(=O)Nc2nnc3n2CCS3)cc1	-47.4%
Cc1c(C(=O)Nc2nonc2-c2cccs2)oc2ccccc12	12.5%
Cc1ccc(NC(=O)Cn2cc(C#N)c3ccccc32)cc1	10.3%
O=C(N/N=C/c1cccnc1)c1ccc(NC(=O)c2ccc(Cl)cc2)cc1	-2.8%
COc1ccc(S(=O)(=O)NCCCN2CCCC2=O)cc1OC	-2.0%
CN(CCc1ccccc1)C(=O)C1CCCN(C2CCN(C(=O)C3CC3)CC2)C1 (stereo not drawn)	?
Cc1nc2cc(NS(=O)(=O)c3cc(F)ccc3F)ccc2o1	8.7%

Other records.
compound	KDM5B inhibitor
CCC(C)NC(=O)Nc1ccc2nc(N3CCOCC3)cc(C)c2c1 (stereo not drawn)	i
Cc1ccc(C2C(c3ccccc3)=C(O)C(=O)N2Cc2ccccc2)cc1 (stereo not drawn)	-5.1%
CN(C(=O)c1ccc(F)cc1)C1CCCc2ccccc21 (stereo not drawn)	2.6%[86.2 µM]
Cc1ccc(-c2ccc3ccccc3n2)c(C)c1	-3.2%
CCc1ccc(NC(=O)CSc2ncnc3ccccc23)cc1	7.6%
CC1(c2ccccc2)N(Cc2ccccc2F)C(=O)OC12CCN(Cc1cccnc1)CC2 (stereo not drawn)	-12.0%
Cc1ccc(C2CC(=O)Nc3cc4c(cc32)OCO4)cc1Br (stereo not drawn)	5.6%
COc1ccc(-c2cc(N3CCC(NC(=O)c4cccc(F)c4)CC3)n[nH]2)cc1	-19.4%
CCOC(=O)c1cc(-c2ccc(OC)cc2)n(CCC(=O)NCc2ccccc2OC)c1C	?
NC(=O)C1CCN([C@H]2[C@@H]3OC[C@@H](O3)[C@@H](NCc3ccncc3)[C@@H]2O)CC1	?

(cont.)
compound	KDM5B inhibitor
COC(=O)CNC(=O)N1CCC(Oc2ncccc2C(=O)N2CCOCC2)C1 (stereo not drawn)	10.2%
O=c1n(-c2ccc(C(F)(F)F)cc2)nc2n1CCN(Cc1ccccc1)C2	-12.4%
COc1ccc(OC)c(NC(=O)C(C)OC(=O)c2ccsc2)c1 (stereo not drawn)	9.3%
CN(C(=O)Cc1ccccn1)C1CCc2ccccc21 (stereo not drawn)	0.9%[86.2 µM]
Cc1cccc(C)c1NC(=O)CSc1n[nH]c(=O)n1C1CC1	10.9%
CC(C)(C)NC(=O)CN(C(=O)c1snc(C(=O)NC2CCCCC2)c1N)c1ccc(F)cc1	i
CCOCCCN(C(=O)Cn1nnc(-c2ccc(C)o2)n1)C(C(=O)NCC1CCCO1)c1ccc(F)cc1 (stereo not drawn)	6.9%
CCN1CCN(Cc2cc(=O)oc3ccc(C)cc23)CC1	-9.2%
COc1ccc(-c2nn(-c3ccc(F)cc3)c(OC(C)=O)c2-c2ccc(NC(C)=O)cc2)cc1OC	20µM*
CCOc1ccccc1C(=O)Oc1c(Sc2ccccc2)c(C)nn1C(C)(C)C	-25.6%

More results follow:
compound	KDM5B inhibitor
COc1cc(NC(=O)CCS(=O)(=O)c2ccc3c(c2)n(C)c(=O)c(=O)n3C)cc(OC)c1	1.8%
CN(C)C1CCN(c2ccc(-c3nc(CCCc4ccccc4)no3)cn2)CC1	?
COc1ccc(OC)c(C2C3=C(CC(C)(C)CC3=O)Nc3ccccc3N2C(=O)C(F)(F)F)c1 (stereo not drawn)	35.2%[activator]
C=CCNC(=O)C1CCN(Cc2cccc(Cl)c2)CC1	-31.4%
CCn1cnc2c1c(=O)n(CC(=O)N(C)CC(=O)NC(C)(C)C)c(=O)n2Cc1ccccc1	19.4%
CCOC(=O)c1c(NC(=O)c2cc3ccccc3c(=O)o2)sc2c1CCCC2	-14.0%
COc1cc(F)cc(-c2ncc3c(n2)OCCN(Cc2ccc(F)cc2F)C3=O)c1	?
Nc1nccnc1C(=O)NCC1(c2ccccc2)CC1	?
CCSC1=N/C(=C\c2cc(C)ccc2C)C(=O)S1	5.1%
CCc1ccc(N2CC(c3noc(-c4ccc5ncccc5c4)n3)CC2=O)cc1 (stereo not drawn)	31.6µM*

(list continues)
compound	KDM5B inhibitor
O=C(c1ccc[nH]1)N1CCC2(CC1)N=C(c1ccc(Cl)cc1)NO2	-13.0%
CC(C)c1cccc(C(C)C)c1NC(=O)CN1CCCC1	16.9%
CCOc1ccccc1NC(=O)CSc1cn(CC(=O)N2CCCCCC2)c2ccccc12	-3.4%
CC(=O)NC(C(=O)Nc1ccc(SC2CCCC2)cc1)C(C)C (stereo not drawn)	23.1%
O[C@@H]1C[C@@H](c2nc(Cc3ccc(F)cc3Cl)no2)N(Cc2ncc[nH]2)C1	?
CC(C)(C)c1ccc(C(=O)NNc2ccc(F)cc2F)cc1	-4.5%
Cc1ccc(CNC(=O)N2CC[C@H]3C(=O)NCCCCCCN(Cc4ccncc4)[C@@H]3C2)cc1	-33.2%
CCN1CCN(c2nc3nnnn3c3sc4c(c23)CCN(Cc2ccccc2)C4)CC1	?
CC1=C(C(=O)Nc2ccccc2C)C(c2ccncc2)n2nc(SCc3ccccc3)nc2N1 (stereo not drawn)	-2.5%
O=C(O)CCn1ncc2cc(OCC3CCN(C(=O)C4CCCC4)CC3)ccc21	10.1%[86.2 µM]
COCC(=O)N1CCC2(CC1)CN(c1ccccc1)C2=O	10.2%
NS(=O)(=O)c1cccc(NC(=O)Nc2ccccc2)c1	25.4%
CCc1nc(N2CCC(n3c(=O)[nH]c4ccccc43)CC2)c2cnn(C)c2n1	-8.2%
